CCHFV vOTU inh = CCHFV vOTU protease inhibition. Pep-AMC fluorescence. inhibition, % at 11.5 µM. actives 0.55% (n = 370,000). AID 651958; note: 0% = vehicle wells with enzyme and 100% = no enzyme wells
UGM FP inh = blocks M. tuberculosis UGM enzyme; P9WIQ1; purified UGM, fluorescence polarization probe displacement; inhibition, % at 10 µM; actives 0.06% (n = 320,000); AID 504406; in the data active = inhibition above about 10%, passing the limit was not always enough; inconclusive = no clear call, values can overlap the other calls
Target sequence (P9WIQ1 whole entry, looked up): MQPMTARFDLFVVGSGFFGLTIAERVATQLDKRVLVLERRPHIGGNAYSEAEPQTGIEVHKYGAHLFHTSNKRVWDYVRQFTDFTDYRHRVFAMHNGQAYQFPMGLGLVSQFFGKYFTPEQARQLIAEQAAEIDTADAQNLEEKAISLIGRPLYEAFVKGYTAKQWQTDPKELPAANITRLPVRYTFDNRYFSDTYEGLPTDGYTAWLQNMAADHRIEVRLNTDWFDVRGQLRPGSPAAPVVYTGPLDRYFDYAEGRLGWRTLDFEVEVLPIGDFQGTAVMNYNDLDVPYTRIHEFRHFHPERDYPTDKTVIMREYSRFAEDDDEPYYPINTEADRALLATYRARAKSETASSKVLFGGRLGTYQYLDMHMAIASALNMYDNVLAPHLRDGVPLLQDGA
BoNT A protease = BoNT A light chain protease inhibition | multiplex microsphere protease substrate cleavage, flow cytometry | inhibition, % at 10 µM | actives 0.17% (n = 360,000); in the data active = inhibition above about 30%; inconclusive = no clear call, values can overlap the other calls; note: plate controls were buffer without enzyme for full effect and enzyme alone for no effect
FBA Mtb inh = inhibitors of M. tuberculosis fructose-bisphosphate aldolase. purified M. tuberculosis FBA, fluorescence read-out. inhibition, % at 1 µM. actives 2.3% (n = 360,000). AID 588726; in the data active = inhibition above about 27%;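 note: 0% = vehicle and 100% = reference inhibitor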
Target sequence (P9WQA3 whole entry, looked up): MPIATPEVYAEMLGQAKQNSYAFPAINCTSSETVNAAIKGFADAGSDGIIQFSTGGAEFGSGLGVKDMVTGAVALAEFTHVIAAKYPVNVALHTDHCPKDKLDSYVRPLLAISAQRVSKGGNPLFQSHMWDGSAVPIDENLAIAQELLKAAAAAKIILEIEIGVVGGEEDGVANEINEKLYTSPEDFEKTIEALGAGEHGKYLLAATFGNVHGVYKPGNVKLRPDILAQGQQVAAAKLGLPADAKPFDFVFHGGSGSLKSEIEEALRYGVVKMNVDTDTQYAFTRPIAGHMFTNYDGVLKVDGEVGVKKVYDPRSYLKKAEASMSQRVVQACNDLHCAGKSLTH
BoNT-F LC inh = BoNT F light chain protease inhibition; Multiplex microsphere protease cleavage assay, flow cytometry; inhibition, % at 10 µM; actives 0.22% (n = 360,000); AID 588497; in the data active = inhibition above about 35%, passing the limit was not always enough; inconclusive = no clear call, values can overlap the other calls; note: plate controls were buffer without enzyme for full effect and enzyme alone for no effect
Mtb BioA inh = inhibitors of Mycobacterium tuberculosis BioA enzyme; purified M. tuberculosis BioA enzyme, plate reader; inhibition, % at 9.99 µM; actives 0.096% (n = 360,000); AID 602481; in the data active = inhibition above about 40%; inconclusive = no clear call, values can overlap the other calls
PrPC TRFRET = cell surface PrPC inhibition, primary TR-FRET screen | P04156 | inhibition, % at 13.8 µM | AID 720596 | TR-FRET read-out | actives 0.43% (n = 370,000); in the data active = inhibition above about 24%; note: 0% = median of the test wells and 100% = reference compound wells
GDH-TPI inh = GDH-TPI coupled enzyme inhibition counter-screen; GDH-TPI coupled enzyme counterscreen, NADH absorbance; inhibition, % at 4.8 µM; actives 1.2% (n = 360,000);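 note: 0% = DMSO wells and 100% = wells lacking the enzyme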
FadD28 binding = M. tuberculosis FadD28 bisubstrate binding inhibition | FadD28 bisubstrate probe binding, fluorescence polarization | actives 0.22% (n = 360,000) | AID 588549 | inhibition, % at 12.5 µM; in the data active = inhibition above about 8.5%, passing the limit was not always enough; inconclusive = no clear call, values can overlap the other calls
An asterisk follows results filed as active; ? = inconclusive; · = no result given; & = joins results of further samples. Cut-off read from the data, not from the text of the source, unless noted: active = inhibition above about 30%; inactive = the rest. An unsorted share of the library. About 4.8% of those tested had a hit in this group.

#1 CCCCC(=O)N(C)c1c(C)nc2ccc(C(=O)N3CCN(S(=O)(=O)CC)CC3)cn12
#2 C=CCn1c(C)cc(C(=O)COC(=O)CNC(=O)c2ccccc2)c1C
#3 O=c1c2c(nc3cc(-c4ccc(F)cc4)[nH]n13)CCCC2
#4 N#C/C(=C\c1ccccc1)C(=O)N(c1ccccn1)C1CCCCC1
#5 COc1ccccc1Cn1c(=O)[nH]c2cccnc21
#6 COc1ccc(Br)cc1S(=O)(=O)n1c([N+](=O)[O-])cnc1C
Assay by compound | 1 | 2 | 3 | 4 | 5 | 6
CCHFV vOTU inh | -1 | -11 | -3 | 1 | 0 | -2
UGM FP inh | · | 1.1 | 0.4 | 1.7 | 0.6 | 1.3
BoNT A protease | 0.3 | -0.3 | 0.1 | 0.5 | 0.3 | ·
FBA Mtb inh | -1 | -4 | 22 | 1 | 5 | -2
BoNT-F LC inh | 0 | -1 | 8 | -1 | 5 | ·
Mtb BioA inh | -0.9 | · | -0.8 | 1.9 | -5.9 | 1.2
PrPC TRFRET | 2 | -5 | 1 | -4 | 8 | -8
GDH-TPI inh | 3 | -9 | 0 | 7 | 8 | 13
FadD28 binding | -4.1 | -2.6 | -2.8 | -3.1 | 3.5 | -0.1

#7 O=C(CNC(=O)c1cc(=O)[nH]c2ccccc12)Nc1ccc(F)c(F)c1
#8 CN1CCN(C(=O)CCNC(=O)Cn2ccc3ccccc3c2=O)CC1
#9 O=c1[nH]c(CN2CC=C(c3ccccc3)CC2)nc2scc(-c3ccccc3)c12
#10 CCOC(=O)C1CCN(C(=O)c2ccc(Oc3cc(Cl)cc(Cl)c3)o2)CC1
#11 O=C(c1ccco1)[C@@H]1[C@@H]2C(=O)N(c3ccc(Br)cc3)C(=O)[C@@H]2C2c3ccccc3C=CN21 (some centres not stated)
#12 O=C(CN(C(=O)Cn1nnc(-c2ccc(F)cc2)n1)c1ccc(F)c(Cl)c1)NCC1CCCO1 (configuration not stated)
Assay by compound | 7 | 8 | 9 | 10 | 11 | 12
CCHFV vOTU inh | -18 | -2 | 14 | 1 | 93* | 15
UGM FP inh | 0.4 | -2.8 | -4.1 | 0.5 | · | 1.3
BoNT A protease | -0.5 | 1.6 | 17 | -0.9 | 0.3 | 0.1
FBA Mtb inh | 4 | -5 | 1 | -4 | -1 | 20
BoNT-F LC inh | 1 | 4 | 5 | -3 | 3 | 0
Mtb BioA inh | · | 0.1 | · | 1.8 | -0.2 | ·
PrPC TRFRET | -3 | -4 | -7 | 1 | 6 | -2
GDH-TPI inh | 10 | 13 | 4 | 1 | 6 | -3
FadD28 binding | -0.8 | 0.2 | -2.6 | -4.7 | -4.9 | -3.7

Structures listed so far that have an NH in an aromatic ring (4):
#3 O=c1c2c(nc3cc(-c4ccc(F)cc4)[nH]n13)CCCC2
#5 COc1ccccc1Cn1c(=O)[nH]c2cccnc21
#7 O=C(CNC(=O)c1cc(=O)[nH]c2ccccc12)Nc1ccc(F)c(F)c1
#9 O=c1[nH]c(CN2CC=C(c3ccccc3)CC2)nc2scc(-c3ccccc3)c12
Assay by compound | 3 | 5 | 7 | 9
CCHFV vOTU inh | -3 | 0 | -18 | 14
UGM FP inh | 0.4 | 0.6 | 0.4 | -4.1
BoNT A protease | 0.1 | 0.3 | -0.5 | 17
FBA Mtb inh | 22 | 5 | 4 | 1
BoNT-F LC inh | 8 | 5 | 1 | 5
Mtb BioA inh | -0.8 | -5.9 | · | ·
PrPC TRFRET | 1 | 8 | -3 | -7
GDH-TPI inh | 0 | 8 | 10 | 4
FadD28 binding | -2.8 | 3.5 | -0.8 | -2.6

(listing goes on)
#13 Cc1ccsc1C1CC(=O)Nc2ccccc2S1 (configuration not stated)
#14 CCSC1=NN2CCS(=O)(=O)N=C2S1
#15 Cc1ccc(NC(=O)N2CCCN(C(=O)OC(C)(C)C)CC2)cc1Cl
#16 O=C1Nc2ccccc2N=C(c2ccc3c(c2)OCO3)C1N(C(=O)c1ccnc2ccccc12)c1ccccc1 (configuration not stated)
#17 O=C(COc1ccc(Cl)cc1)NCc1nnc(SCC(=O)Nc2ccc3c(c2)OCCO3)o1
#18 Cc1c(S(=O)(=O)Nc2ccc(Br)cc2)c(=O)n(C)c(=O)n1C
Assay by compound | 13 | 14 | 15 | 16 | 17 | 18
CCHFV vOTU inh | -9 | -8 | 6 | 15 | 4 | -3
UGM FP inh | -1.1 | -0.1 | -4.2 | · | 0.5 | -1.9
BoNT A protease | ? | -0.1 | 1.2 | 0.5 | 1.1 | 0.6
FBA Mtb inh | 1 | -3 | 3 | 2 | 5 | 0
BoNT-F LC inh | ? | -4 | -5 | 2 | -9 | -1
Mtb BioA inh | -0.6 | · | 2.2 | -1.6 | 1.4 | 1.9
PrPC TRFRET | 0 | -3 | 0 | -4 | -6 | 1
GDH-TPI inh | 4 | -4 | 7 | · | 9 | -7
FadD28 binding | -0.7 | -1.5 | 0.1 | -0.6 | -0.7 | -1.0

#19 COc1cccc(C2(O)CC(C(F)(F)F)=NN2C(=O)c2ccccn2)c1 (configuration not stated)
#20 C=CCNC(=S)Nc1ccc(OC(F)F)c(Cl)c1
#21 COc1ccc(CC(=O)O/N=C(\N)c2ccc(OC)cc2)cc1
#22 CCOC(=O)C1(C)NC(c2cccs2)C2C(=O)N(c3ccc(OC)cc3)C(=O)C21 (configuration not stated)
#23 O=C(NC1CCCCC1)c1cc(-c2cccc(Cl)c2)on1
#24 CCOC(=O)c1c(C)[nH]c(C(=O)N/N=C/c2cccc(OC)c2)c1C
Assay by compound | 19 | 20 | 21 | 22 | 23 | 24
CCHFV vOTU inh | 6 | -6 | 5 | 19 | 3 | 1
UGM FP inh | -1.2 | -0.6 | -2.6 | 0.0 | -0.9 | -1.2
BoNT A protease | -1.1 | -0.4 | 2.5 | -0.6 | 3.3 | -1.5
FBA Mtb inh | 0 | 0 | -2 | -2 | -1 | 1
BoNT-F LC inh | -1 | -3 | ? | -4 | 1 | -9
Mtb BioA inh | · | · | 0.0 | · | -0.5 | ·
PrPC TRFRET | -2 | 2 | 0 | -8 | 3 | 9
GDH-TPI inh | -6 | 1 | 0 | 7 | 4 | 19
FadD28 binding | -3.6 | -4.3 | -2.4 | -0.6 | -3.5 | 0.2

#25 CCOP(=O)(/C(C#N)=C(/O)c1ccccc1)c1ccccc1 (configuration not stated)
#26 CC1(C)CC(=O)C(C=NCC2CCCO2)=C(O)C1 (configuration not stated)
#27 CNC[C@H]1Oc2c(NS(=O)(=O)c3cccs3)cccc2C(=O)N([C@H](C)CO)C[C@@H]1C
#28 CN(CCc1cnn(C)c1)C(=O)C1CCC(=O)N(CC2CCCCC2)C1 (configuration not stated)
#29 C/C(=N\NC(=O)c1cccc(S(=O)(=O)N2CCOCC2)c1)c1ccco1
#30 Cn1c(CCNC(=O)c2ccco2)nc2cc(NC(=O)C3CCCCC3)ccc21
Assay by compound | 25 | 26 | 27 | 28 | 29 | 30
CCHFV vOTU inh | 0 | 9 | -8 | -4 | -6 | 6
UGM FP inh | 3.2 | 2.1 | 0.2 | 0.9 | 1.9 | -1.5
BoNT A protease | 0.0 | -2.8 | -0.4 | -1.2 | -0.1 | 0.0
FBA Mtb inh | 1 | -5 | 3 | -1 | -1 | 2
BoNT-F LC inh | -4 | -5 | -8 | 1 | 0 | -4
Mtb BioA inh | · | 0.9 | -0.5&0.1 | 0.5 | 2.6 | -1.4
PrPC TRFRET | -4 | -3 | -3 | 2 | 8 | 1
GDH-TPI inh | 5 | -5 | 0 | 10 | 29 | -2
FadD28 binding | -3.2 | -3.4 | 1.7 | 0.3 | -1.4 | 0.4

2 entries from above, with tabs.
cpd	SMILES	CCHFV vOTU inh	UGM FP inh	BoNT A protease	FBA Mtb inh	BoNT-F LC inh	Mtb BioA inh	PrPC TRFRET	GDH-TPI inh	FadD28 binding
29	C/C(=N\NC(=O)c1cccc(S(=O)(=O)N2CCOCC2)c1)c1ccco1	-6	1.9	-0.1	-1	0	2.6	8	29	-1.4
30	Cn1c(CCNC(=O)c2ccco2)nc2cc(NC(=O)C3CCCCC3)ccc21	6	-1.5	0.0	2	-4	-1.4	1	-2	0.4

Next compounds.
#31 O=C(O)c1cccnc1SCc1ccc([N+](=O)[O-])cc1
#32 CCOc1ccc(CCN2C(=S)N([C@@H](Cc3ccc(O)cc3)CN3CCCC3CN3C(=S)NC[C@@H]3Cc3ccc(O)cc3)C[C@@H]2CC(C)C)cc1 (some centres not stated)
#33 CC1(C)CC(=O)C=C(Nc2ccccc2N)C1
#34 CNC(=O)Cc1csc2ccc(Cl)cc12
#35 O=C(CN1CCN(CC(=O)Nc2ccccc2Cc2ccccc2)CC1)Nc1ccccc1Cl
#36 Cc1cc(C=O)c(C)n1C1CCCCC1
Assay by compound | 31 | 32 | 33 | 34 | 35 | 36
CCHFV vOTU inh | 6 | 13 | 2 | 8 | -5 | 7
UGM FP inh | -0.2 | · | 0.9 | 0.6 | 0.3 | 1.1
BoNT A protease | -2.9 | 0.1 | -0.3 | 0.1 | 0.0 | -0.6
FBA Mtb inh | 0 | 0 | 5 | 1 | -8 | 8
BoNT-F LC inh | -7 | -9 | ? | -10 | 8 | -3
Mtb BioA inh | 0.2 | 0.2 | 1.1 | -0.1 | -0.1 | ·
PrPC TRFRET | -8 | -1 | -1 | -1 | 2 | 3
GDH-TPI inh | -5 | 19 | 15 | 1 | 5 | 1
FadD28 binding | -1.6 | -4.7 | 1.8 | -4.0 | -4.4 | -0.5

#37 CC(C)(C)c1ccc(C(=O)Oc2ccccc2CCC(=O)O)cc1
#38 CCN(CC)c1ccc(NC(=O)c2cccnc2)c(C)c1
#39 CCOC(=O)c1cc(-c2ccccc2)nn1CC1CC(c2cccnc2)=NO1 (configuration not stated)
#40 CC1CCN(C(=O)C2CCN(S(=O)(=O)c3cc(Cl)ccc3Cl)CC2)CC1
#41 COc1ccc(C(=O)N(C)CCCC2CCCC2)cc1OC1CCN(C(C)=O)CC1
#42 Cc1ccc(CCN2CC(C(=O)NCCCN3CCN(C)CC3)CC2=O)cc1 (configuration not stated)
Assay by compound | 37 | 38 | 39 | 40 | 41 | 42
CCHFV vOTU inh | -3 | -4 | -8 | 12 | 10 | 7
UGM FP inh | 0.4 | 2.5 | 1.0 | -0.1 | 0.0 | 3.0
BoNT A protease | · | · | 0.2 | -0.6 | -0.6 | 0.0
FBA Mtb inh | 1 | 0 | 0 | -2 | 3 | 3
BoNT-F LC inh | · | · | -4 | 4 | 9 | 1
Mtb BioA inh | -1.9 | 1.6 | 1.2 | · | 11 | 1.2
PrPC TRFRET | -1 | 3 | -4 | 6 | 11 | -4
GDH-TPI inh | -2 | 4 | 5 | 4 | 6 | 7
FadD28 binding | -0.7 | -0.2 | -5.1 | -1.2 | 0.5 | -2.8

#43 CC(=O)CC(=O)NC(=NC1CCCCC1)Nc1nc(C)cc(C)n1
#44 CCN(CC)S(=O)(=O)c1ccc2oc(C(=O)NCCN3CCOCC3)c(C)c2c1
#45 Cc1cccc2c(N=O)c(O)[nH]c12
#46 O=C(CNC(=O)c1cccs1)NCC(=O)OCc1cccc(Cl)c1
#47 O=C(CSc1ncc(-c2ccc(F)cc2)[nH]1)N1CCCCC1
#48 CCOC(=O)c1ccc(S(=O)(=O)Nc2ccccc2-c2nnn(CC)n2)cc1
#49 O=C(Nc1ccc2c(c1)OCO2)C1CCCN1C(=O)OCc1ccccc1 (configuration not stated)
Assay by compound | 43 | 44 | 45 | 46 | 47 | 48 | 49
CCHFV vOTU inh | 10 | -5 | 0 | 1 | 1 | -11 | 1
UGM FP inh | -3.0 | 4.0 | 1.4 | -2.2 | -1.2 | · | 1.7
BoNT A protease | -0.6 | -1.1 | -0.5 | -0.5 | 2.6 | -1.9 | 0.7
FBA Mtb inh | 5 | -2 | -2 | 0 | 2 | 0 | 4
BoNT-F LC inh | -14 | -1 | 2 | 4 | 16 | -17 | 2
Mtb BioA inh | -0.2 | -1.1 | 0.8 | 0.6 | -0.4 | 0.4 | -0.7
PrPC TRFRET | -1 | 0 | -2 | -5 | 9 | 10 | -4
GDH-TPI inh | 6 | 10 | 20 | 5 | 5 | -2 | 1
FadD28 binding | 1.0 | · | -3.3 | -2.4 | -1.0 | -3.0 | -0.7

Compound activity from PubChem BioAssay.
